DSG3 Ab inh = blocks pemphigus antibody binding to human desmoglein-3; P32926; DSG3-coupled beads, scFv-anti-DSG3-GFP binding, flow cytometry; active compounds read low; binding (percent of control), % at 10 µM; 0.48% of 310,000 active; AID 588358;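 active = binding more than 3 SD below its plate's average and above zero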;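 note: hits lower antibody fragment binding to DSG3; some compounds called inactive have numbers as strong as hits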
CAL PDZ FP-1 = human CAL PDZ-peptide interaction inhibition. Q9HD26. purified CAL PDZ, TMR-peptide fluorescence polarization, 1 h. inhibition, % at 20 µM. 0.02% of 330,000 active. AID 504414;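 active = highest replicate inhibition of at least 40%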;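 note: plate controls were DMSO neutral control wells for no effect and unlabeled competitor peptide control wells for full effect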
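material = purified tagged CAL PDZ domain construct (CerCALP) | buffer or medium = sodium phosphate/NaCl buffer pH 7.4 with TCEP, IgG, Thesit | reagent = TMR-labelled reporter peptide T*-PRC34 bound in PDZ groove | incubation = 1 h room-temperature incubation prior to read | measured by = fluorescence polarization (mP) | evaluation = percent inhibition from loss of millipolarization | control set = unlabelled peptide and DMSO controls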
Cardiac RTF inh = cardiac RTF calcium desensitization | inhibition, % at 7.15 µM | IANBD-labeled cardiac RTF, Ca2+ fluorescence | P19429+P45379 | AID 493244 | 0.12% of 340,000 active;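 active = inhibition above the mean inhibition of all tested compounds plus 3 SD, cut at about 17% in these data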;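 note: assay run at fixed EC70 calcium of 1.6 mM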
CAL PDZ FP-2 = blocks peptide binding to the human CAL PDZ domain; 0.92% of 300,000 active; AID 602252; inhibition, % at 24.9 µM; Q9HD26; purified CAL PDZ, TMR-peptide fluorescence polarization, 1 h;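 active = mean inhibition of at least 30% with at least half of replicates also reaching 30%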;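 note: 0% = DMSO neutral control and 100% = excess unlabeled competitor peptide PRC23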
NSD2 inh = blocks human histone methyltransferase NSD2. O96028. NSD2 peptide methylation, AlphaScreen, 120 min. 0.54% of 310,000 active. inhibition, % at 12.5 µM. AID 743445; in the data active = inhibition above about 50%
LANA DNA inh = KSHV C-LANA DNA binding inhibition; MBP-C-LANA/FAM-LBS DNA binding, fluorescence polarization; inhibition, % at 9 µM; 0.078% of 340,000 active;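 active = highest replicate inhibition at or above 60% at 9 µM, even if other replicates fall short; inactive = all replicates below 60% inhibition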;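 note: 0% = neutral control wells and 100% = 4 µM acridine orange control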
Arr AP2 block = blocks beta-arrestin peptide binding to AP2 adaptin. FITC-arrestin peptide / GST-AP2 beads, flow cytometry; AP2 beta2 appendage carries R879A mutation. inhibition, % at 10 µM. 0.31% of 340,000 active. AID 504490;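 active = inhibition above a set limit, near 3 SD of compounds lacking own fluorescence, cut at about 54% in these data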;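 note: plate controls were DMSO wells for no effect and 5 µM unlabelled arrestin peptide for full effect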
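Material – GST-tagged AP2 beta2-adaptin appendage (R879A) on 4 µm glutathione beads · Probe or stimulus – fluorescein-tagged arrestin peptide at 50 nM final · Timing – 12 min plus 1 h, RT · Detection – bead flow cytometry, FITC channel · Read-out basis – inhibition as reduced fluorescein signal on beads, percent · Medium – PBS plus Tween 20 (0.05%) and BSA (0.1%)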
V-ATPase pHluor = yeast V-ATPase proton transport regulation by pHLuorin. S. cerevisiae, pHLuorin cytosolic pH fluorescence. response, % at 10 µM. 0.37% of 350,000 active. AID 504577; in the data active = response mostly above about 7.3%, no sharp cut-off; inactive = mostly below about 5.4%; note: actives read high; inactives centre near 0; some compounds called inactive have numbers as strong as hits
Keap1-Nrf2 PPI = disrupts human Keap1 binding to Nrf2 peptide; inhibition, % at 9.4 µM; 0.15% of 340,000 active; Keap1 Kelch-Nrf2 peptide fluorescence polarization, 1536-well; in the data active = inhibition above about 12%;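 note: human Keap1 Kelch domain with fluorescein labeled Nrf2 9mer peptide probe; 0% = neutral control wells and 100% = peptide positive control; higher means more block of Keap1 binding to Nrf2 peptide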
DAGLB inhibitor = blocks human DAGLB lipase activity. Q8NCG7. 0.059% of 340,000 active. HEK293T DAGLB membrane lysate, EnzChek fluorogenic substrate. AID 504411. inhibition, % at 5.17 µM; in the data active = inhibition above about 34%;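 note: 0% = enzyme with vehicle and 100% = wells lacking enzyme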
Target sequence (Q8NCG7 whole entry, looked up): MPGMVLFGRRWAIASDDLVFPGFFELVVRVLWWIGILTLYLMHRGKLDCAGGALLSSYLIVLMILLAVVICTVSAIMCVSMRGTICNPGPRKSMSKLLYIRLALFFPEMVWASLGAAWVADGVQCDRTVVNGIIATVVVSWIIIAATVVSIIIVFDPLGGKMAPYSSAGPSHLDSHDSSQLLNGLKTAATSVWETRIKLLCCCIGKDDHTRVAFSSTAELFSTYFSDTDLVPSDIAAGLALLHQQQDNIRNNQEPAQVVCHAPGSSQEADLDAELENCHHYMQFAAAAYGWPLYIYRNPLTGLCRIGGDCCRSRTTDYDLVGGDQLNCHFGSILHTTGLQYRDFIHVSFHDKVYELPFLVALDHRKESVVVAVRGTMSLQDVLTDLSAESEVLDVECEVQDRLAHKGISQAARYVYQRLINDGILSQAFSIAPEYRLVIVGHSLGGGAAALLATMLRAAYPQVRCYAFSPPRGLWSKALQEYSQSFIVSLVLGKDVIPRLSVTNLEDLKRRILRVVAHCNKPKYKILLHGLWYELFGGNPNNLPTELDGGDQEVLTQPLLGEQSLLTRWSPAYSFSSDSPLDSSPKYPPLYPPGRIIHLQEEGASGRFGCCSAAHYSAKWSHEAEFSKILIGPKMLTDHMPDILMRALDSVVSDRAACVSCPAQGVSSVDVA
Starred values were filed as active, the others as inactive; nt = no result given. This is a subset (hit frequency here may not be typical).

Every second line gives: DSG3 Ab inh	CAL PDZ FP-1	Cardiac RTF inh	CAL PDZ FP-2	NSD2 inh	LANA DNA inh	Arr AP2 block	V-ATPase pHluor	Keap1-Nrf2 PPI	DAGLB inhibitor
Cc1[nH]c2ccc(C(=O)O)cc2c1C
→ 104	0.2	2	2	3	2.1	-4	2	-4	-1
COc1ccccc1/C=N/NC(=O)c1ccc(CN2C(=O)c3cccc4cccc2c34)cc1
→ 65*	-3.2	-15	-10	-1	-0.5	8	1	-3	-2
Cc1ccccc1-n1c(C)n[nH]c1=S
→ 118	-1.2	-6	-4	nt	1.7	-3	0	4	0
Cc1c(C)c(C)c(CN2CCCC2)c(C)c1C
→ 112	-4.3	-1	nt	0	0.5	4	-1	0	2
CCOC(=O)c1c(NC(=O)Cn2nc(C(F)(F)F)cc2C)sc(C)c1C
→ 76	0.5	2	nt	-2	1.4	-6	2	-7	-8
CC(=O)NN1C(=O)/C(=C2/Sc3ccc(Cl)cc3N2C)SC1=S
→ 99	nt	1	-5	0	2.0	31	0	3	1
O=C(CNC(=O)c1cccc(Cl)c1)N/N=C/c1cccnc1
→ nt	-1.4	-3	-2	-1	-0.8	-7	1	-5	2
CCn1c(CNC(=O)c2ccco2)nnc1SCC(=O)c1ccc(F)cc1
→ nt	-0.6	8	3	-4	0.0	14	-2	-5	-3
O=[N+]([O-])c1cc(/C=N\O)ccc1Oc1ccc(F)cc1
→ 110	-0.6	1	-5	nt	1.4	nt	4	0	-3
C#Cc1ccc([C@H]2C=C(C(=O)NCc3ccccc3)O[C@@H](OCC)[C@@H]2CCCO)cc1
→ 106	-6.3	-29	0	nt	-5.2	8	2	-1	2
Cc1ccc(C)c(NC(=S)N2CCC(NC(=O)c3ccccc3)CC2)c1
→ 99	-0.9	-8	-1	1	0.6	-9	2	-5	3
CCOC(=O)CSc1nc2ccccc2c(=O)n1CC1CCCO1 (centres undefined)
→ 97	-2.0	-7	-3	-5	1.1	-3	-7	0	0
COc1ccccc1Nc1nc2cc(C)ccc2cc1C#N
→ 98	0.7	-6	4	-9	2.7	-2	-10	0	0
CC1CCN(C2CC(=O)N(c3ccccc3)C2=O)CC1 (centres undefined)
→ 103	-0.5	-6	-2	-2	0.0	2	-7	-5	1
Cc1ccc(Nc2c(-c3ccccn3)nc3cccc(C)n23)cc1
→ 104	0.4	-5	-18	36	-0.8	38	0	1	5
Cc1c(NS(=O)(=O)c2cc(C(=O)NCc3cccc(Cl)c3)ccc2Cl)c(=O)n(-c2ccccc2)n1C
→ 109	-1.6	3	0	2	-0.2	1	-5	-3	1
C=CCN(c1ccc(C(=O)Nc2ccc3c(c2)OCO3)cc1)S(C)(=O)=O
→ 97	-1.1	-10	5	-1	2.4	25	3	3	2
CS(=O)(=O)N1CCN(C(=O)c2cc(-c3cccnc3)nc3ccc(Cl)cc23)CC1
→ 105	nt	0	-4	0	-1.1	0	-4	-3	0
Cc1cccc(NC(=O)/C(=C\c2ccco2)NC(=O)c2cccs2)c1
→ 110	-2.8	-17	2	-2	-0.8	3	-4	-4	4
COc1cccc(CN(CC2CCCO2)S(=O)(=O)c2ccc(S(=O)(=O)NCC3CCCO3)cc2)c1OC (centres undefined)
→ 99	1.8	3	0	12	1.0	25	-2	1	-2
Cc1ccc(S(=O)(=O)N2CCN(C(=O)C3CCN(C(=O)c4ccc(F)cc4)CC3)CC2)c(C)c1
→ 111	-1.8	-3	2	0	0.7	10	-5	-2	-4
CCOc1ccc(-c2nnc(-c3ccncc3)o2)cc1OCC
→ 94	-2.7	-2	-1	-17	-0.1	4	2	-3	0
OCC[C@H]1C[C@@H](O)[C@H](O)[C@]2(OCc3ccccc32)O1
→ 103	-0.4	1	-5	nt	-1.5	2	2	4	0
O=C(Nc1ccccc1C(=O)O)c1ccc(Br)o1
→ 97	-5.3	-4	-12	-3	-4.7	14	-4	3	3
O=C(Cn1cccn1)N1CCCC(N2CCN(c3cccc(C(F)(F)F)c3)CC2)C1 (centres undefined)
→ nt	-2.4	2	-3	-4	-0.3	-5	-3	-1	-1
Cc1ccc2nc(C3CCCN(C(=S)Nc4ccccc4C)C3)[nH]c2c1 (centres undefined)
→ 98	0.9	-3	-4	1	-2.3	7	1	1	-2
Cc1ccc2c(C)c(C(=O)N3CCN(c4cnccn4)CC3)oc2c1C
→ 106	-2.7	-2	-2	1	-1.3	-5	1	-5	-5
COc1ccccc1CNc1ncccc1[N+](=O)[O-]
→ 99	nt	1	-3	6	-0.2	-5	1	-1	-6
O=C(CCc1ccccc1)N/N=C\C1CC=CCC1 (centres undefined)
→ nt	-1.0	-3	-2	-1	-1.3	8	-5	2	-1
COc1ccc(/C=C(/NC(=O)c2ccccc2)c2nc3ccc(Cl)cc3[nH]2)cc1OC
→ 93	-0.5	-2	2	2	1.1	38	-6	2	-2
COC(C/C=C\[C@H](O)COCc1ccccc1)OC
→ 102	0.7	11	-1	nt	2.0	-3	-2	-1	1
O=C(Nc1ccccc1N1CCOCC1)c1cccc2ccccc12
→ 97	nt	nt	nt	-1	nt	nt	3	nt	-3
COc1ccc(OC(=O)c2cnc3n(c2=O)CCS3)cc1
→ nt	0.0	-2	-1	-1	-1.8	5	1	-6	-1
COc1ccc(Cn2c(O)c(/C=C3/C=CC=N3)c(=O)[nH]c2=O)cc1
→ 88	-2.0	-6	-7	1	0.4	-16	1	-2	5
O=C(Nc1cccc(Cl)c1)NC1(C(=O)NCc2cccs2)CCCCC1
→ 119	-2.5	0	-4	nt	2.7	2	7	-4	1
O=C(COc1ccc(S(=O)(=O)N2CCOCC2)cc1)NCc1ccccn1
→ 115	0.5	-1	-5	0	2.3	24	0	1	-1
COc1ccc2cc(S(=O)(=O)N3CCCC(C)C3)ccc2c1 (centres undefined)
→ nt	-1.0	5	-3	-7	0.1	6	7	2	-7
O=C(Nc1ccccc1C(=O)NCc1cccnc1)c1cccc([N+](=O)[O-])c1
→ 103	-2.0	-26	0	-11	-0.8	9	-2	-2	-2
O=C(c1ccccc1)N1CCn2c1nc1ccccc12
→ 98	-1.1	-4	3	1	1.1	17	-2	0	2
O=C(Nc1ccc(S(=O)(=O)Nc2cnc3ccccc3n2)cc1)c1cc(F)c(F)cc1Cl
→ 110	-4.2	8	-3	4	-0.4	23	1	3	6

Entries listed above printed as active in DSG3 Ab inh:
smiles,DSG3 Ab inh,CAL PDZ FP-1,CAL PDZ FP-2,NSD2 inh,LANA DNA inh,Arr AP2 block,V-ATPase pHluor,Keap1-Nrf2 PPI,DAGLB inhibitor
COc1ccccc1/C=N/NC(=O)c1ccc(CN2C(=O)c3cccc4cccc2c34)cc1,65*,-3.2,-10,-1,-0.5,8,1,-3,-2

Other results follow:
Every second line gives: DSG3 Ab inh	CAL PDZ FP-1	Cardiac RTF inh	CAL PDZ FP-2	NSD2 inh	LANA DNA inh	Arr AP2 block	V-ATPase pHluor	Keap1-Nrf2 PPI	DAGLB inhibitor
COc1cc(C(=O)NCCCN2CCCC2=O)cc(OC)c1OC
→ 106	-0.2	-7	1	-1	-0.3	2	3	-3	-1
COc1cc(NC(=O)C/C(C)=N/NC(=O)c2ccccn2)c(OC)cc1Cl
→ 96	-1.5	1	0	1	0.0	-12	-3	-5	2
COc1ccc(N2CCN(S(=O)(=O)c3ccc(C(=O)NC4CCCC4)cc3)CC2)cc1
→ 75*	-3.9	4	-1	0	-0.4	4	1	-5	-5
CC(=O)N1CCN(C(=O)c2ccc3c(c2)S(=O)(=O)c2ccccc2C3=O)CC1
→ 76	-1.7	0	0	-1	0.0	-1	-1	-6	-1
Oc1ccc(Cl)cc1C1=NNC(c2ccc(Cl)cc2)C1 (centres undefined)
→ 95	-2.0	-7	-3	0	1.9	9	0	-6	-11
COc1ccccc1CNC(=O)COc1ccc(S(=O)(=O)N2CCCC2)cc1
→ 103	-0.3	-3	-1	1	-3.0	6	-8	-2	-2
CCCN1C2CCCC1CC(NC(=O)c1cc(OC)c(OC)c(OC)c1)C2 (centres undefined)
→ 101	-2.7	7	-5	0	-0.2	20	0	-4	-3
O=c1c2ccccc2nc(/C=C/c2ccc(Cl)cc2)n1CCO
→ 118	-2.6	-13	0	-4	-0.7	4	0	-5	-5
Cc1nonc1OCCNc1ccc([N+](=O)[O-])cc1
→ 87	-3.3	-1	0	2	-1.5	11	-1	0	-2
CC1CCCCN1S(=O)(=O)c1ccc(S(=O)(=O)N(Cc2ccccc2)Cc2ccco2)cc1 (centres undefined)
→ 101	0.6	-6	-2	-2	2.9	2	1	-3	-17
COc1ccccc1CNC(=O)c1ccc(OC(C)C)cc1
→ 100	-1.7	-2	-2	-3	0.1	32	8	-1	-3
N#Cc1c(Cl)nc(N/N=C/c2ccccc2)c(Cl)c1Cl
→ 105	0.4	0	-2	-3	-1.8	5	3	0	1
O=C(Nc1ccnn1C1CCN(C(=O)Cc2cccc(Cl)c2)CC1)C1CC1
→ 99	-2.2	-4	-3	-2	0.6	20	-3	4	-3
COc1ccc(C2C(C(=O)c3ccco3)=C(O)C(=O)N2c2nnc(C)s2)cc1OC (centres undefined)
→ 99	0.6	-16	2	-4	1.9	-5	0	5	1
O=C(CN1CCN(S(=O)(=O)c2ccc(Br)cc2)CC1)N/N=C/c1cccs1
→ 89	-1.4	-7	-4	3	4.8	-5	-1	0	0
Cc1nnc2c3ccccc3c(-c3cccs3)nn12
→ 117	0.0	-8	3	2	1.1	28	3	-1	1
O=C1NCCN/C1=C\C(=O)c1ccc(Cl)cc1
→ 106	nt	nt	nt	2	nt	-23	-2	nt	nt

Filtered by structure: those above with fluorine
Every second line gives: DSG3 Ab inh	CAL PDZ FP-1	Cardiac RTF inh	CAL PDZ FP-2	NSD2 inh	LANA DNA inh	Arr AP2 block	V-ATPase pHluor	Keap1-Nrf2 PPI	DAGLB inhibitor
CCOC(=O)c1c(NC(=O)Cn2nc(C(F)(F)F)cc2C)sc(C)c1C
→ 76	0.5	2	nt	-2	1.4	-6	2	-7	-8
CCn1c(CNC(=O)c2ccco2)nnc1SCC(=O)c1ccc(F)cc1
→ nt	-0.6	8	3	-4	0.0	14	-2	-5	-3
O=[N+]([O-])c1cc(/C=N\O)ccc1Oc1ccc(F)cc1
→ 110	-0.6	1	-5	nt	1.4	nt	4	0	-3
Cc1ccc(S(=O)(=O)N2CCN(C(=O)C3CCN(C(=O)c4ccc(F)cc4)CC3)CC2)c(C)c1
→ 111	-1.8	-3	2	0	0.7	10	-5	-2	-4
O=C(Cn1cccn1)N1CCCC(N2CCN(c3cccc(C(F)(F)F)c3)CC2)C1 (centres undefined)
→ nt	-2.4	2	-3	-4	-0.3	-5	-3	-1	-1
O=C(Nc1ccc(S(=O)(=O)Nc2cnc3ccccc3n2)cc1)c1cc(F)c(F)cc1Cl
→ 110	-4.2	8	-3	4	-0.4	23	1	3	6

Bioassay records as filed in PubChem BioAssay.
